Source: PubChem BioAssay (National Center for Advancing Translational Sciences (NCATS))
Menin-MLL TR inh: qHTS Assay for Inhibitors Targeting the Menin-MLL Interaction in MLL Related Leukemias: Competition With Texas Red Labeled MLL-derived Mutant Peptide; Potency, µM (doses to about 61.6 µM), for the others: top-dose FP activity change, negative = inhibition, usual class: inhibitors; AID 1768, 2009; Menin + Texas Red MLL mutant peptide, fluorescence polarization; 0.23% of 270,000 active; active means well fitted inhibition curve with a large enough effect in the polarisation, with a control signal flat, not every such curve was filed as active; inconclusive means small, poorly fitted or top-dose-only effect, or effect the other way, or a change in a side signal; inactive means no such curve, though single readings can be large or run the other way; the % refers to the polarisation; further: potency means the concentration at half of the fitted maximal effect; % of control where 0% means no effect; many of its hits are not listed in these tables
TSG101-PTAP inh: qHTS Assay for Iinhibitors of HIV-1 Budding by Blocking the Interaction of PTAP/TSG101; Potency, µM (doses to about 115 µM), for inactives: at the highest dose activity change, negative = inhibition, usual class: inhibitors; Tumor susceptibility gene 101 protein (Homo sapiens), Q99816; 340,000 tested, under 10 active; AID 493005, 2010; Fluorescence polarization, FITC-PTAP peptide / Tsg101 binding; active means well fitted inhibition curve with a large enough effect in the main read-out, with a control signal flat, not every such curve was filed as active; inconclusive means small, poorly fitted or top-dose-only effect, or effect the other way, or a change in a side signal; inactive means no such curve, though single readings can be large or run the other way; further: potency means the concentration at half of the fitted maximal effect; % of control where 0% means no effect
Target sequence (Q99816 whole entry, looked up): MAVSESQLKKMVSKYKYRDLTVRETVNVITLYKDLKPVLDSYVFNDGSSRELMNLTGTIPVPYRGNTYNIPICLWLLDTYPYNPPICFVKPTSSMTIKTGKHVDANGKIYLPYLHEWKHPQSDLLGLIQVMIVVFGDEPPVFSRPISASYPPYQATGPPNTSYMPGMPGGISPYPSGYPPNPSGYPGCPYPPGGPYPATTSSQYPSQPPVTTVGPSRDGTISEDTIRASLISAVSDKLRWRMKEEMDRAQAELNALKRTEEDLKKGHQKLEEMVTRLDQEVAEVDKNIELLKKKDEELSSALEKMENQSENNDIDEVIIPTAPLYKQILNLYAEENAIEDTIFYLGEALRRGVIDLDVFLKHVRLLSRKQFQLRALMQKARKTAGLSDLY
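FP read-out: FITC-PTAP peptide, 50 nM final, binding Tsg101 binding domain, 10 uM final; 20 min, r.t.; 10 mM HEPES pH 7.5, 0.15 M NaCl, 0.01% Tween 20, 3 mM EDTA, 0.1 mM TCEP.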
AT treatment: qHTS Assay for Identifying a Potential Treatment of Ataxia-Telangiectasia; […] A-T fibroblasts, KAP-1 phosphorylation AlphaLISA; neocarzinostatin DNA damage 30 min before lysis; Potency, µM (titrated, usually from 57.5 µM), for the others: at the highest dose activation, usual class: activators; 0.19% of 320,000 active; further: potency means the concentration at half of the fitted maximal effect; % of control where 0% means no effect; nearly all actives have a fitted effect of over 45% in size
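ATM-like activity read as KAP-1 phosphorylation via AlphaLISA donor/acceptor antibody pairs after lysis and 6 hr at 25C. Cells were ATM-null patient fibroblasts ([…], hTERT), dosed 60 min, then exposed to the DSB inducer NCS for 30 min.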
a7 integrin act: qHTS for Activators of Integrin-Mediated Alleviation for Muscular Dystrophy. 0.064% of 350,000 active. alpha7betagal myoblasts, beta-gal FDG fluorescence, 48 h. Potency, µM (series often up to 38.3 µM), inactives show top-dose activation, usual class: activators;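 further: potency means the concentration at half of the fitted maximal effect; 100% = response of the positive control SU9516; nearly all actives have a fitted effect of over 60% in size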
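alpha7betagal+/- myoblasts (passage 13, 250/well) treated 48 h at 37C with compounds at 1:260 dilution of DMSO stock. Lysed, then beta-galactosidase activity read as FDG fluorescence (ex 480/em 540) after 30 min, with pre-read for autofluorescence.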
TCR activator: Activators of T cell receptors: qHTS campaign; primary human leukocytes, anti-CD3, IL-2 HTRF, 48 h; Potency, µM (highest dose often 9.22 µM), for the others: at the highest dose activation of IL-2 secretion, usual class: activators; 330,000 tested, under 10 active; AID 504894, 2011; further: % of control where 0% means no effect
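TCR engagement came from a-CD3 beads alone, with compounds added to primary human leukocytes for 48 hr. Secreted IL-2 bridged europium cryptate- and d2-labelled anti-IL-2 antibodies, giving FRET emission at 665nm after 320nm excitation.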
S-ASM inh: Inhibitors of Secretory Acid Sphingomyelinase (S-ASM): qHTS; Sphingomyelin phosphodiesterase (Homo sapiens), P17405; placental ASM, HMU-PC fluorogenic substrate, 60 min; 0.006% of 340,000 active; Potency, µM (top dose mostly 57.5 µM), for inactives: at the top dose activity change, negative = inhibition, most hits filed as inhibitors; further: potency means the concentration at half of the fitted maximal effect
Target sequence (P17405 47-631 limits assumed): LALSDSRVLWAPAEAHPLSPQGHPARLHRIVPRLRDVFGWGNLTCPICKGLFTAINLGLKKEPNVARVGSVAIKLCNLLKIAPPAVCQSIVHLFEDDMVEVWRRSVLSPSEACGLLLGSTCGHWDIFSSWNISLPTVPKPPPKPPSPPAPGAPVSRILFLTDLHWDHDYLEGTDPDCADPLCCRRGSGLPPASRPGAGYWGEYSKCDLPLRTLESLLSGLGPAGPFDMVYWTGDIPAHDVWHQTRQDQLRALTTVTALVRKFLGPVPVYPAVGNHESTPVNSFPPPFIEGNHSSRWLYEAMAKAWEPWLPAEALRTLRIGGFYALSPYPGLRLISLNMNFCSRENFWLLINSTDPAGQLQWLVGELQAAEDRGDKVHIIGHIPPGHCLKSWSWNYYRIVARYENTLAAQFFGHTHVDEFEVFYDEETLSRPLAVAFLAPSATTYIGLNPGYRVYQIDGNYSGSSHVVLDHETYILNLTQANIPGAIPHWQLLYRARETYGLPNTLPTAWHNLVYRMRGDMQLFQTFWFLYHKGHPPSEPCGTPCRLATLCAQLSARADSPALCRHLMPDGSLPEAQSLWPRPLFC
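HMU-PC0 cleavage (9 uM final) by human placental ASM, 60 min at 37 °C following 10 min compound exposure at RT; stopped at pH 10, fluorescence Ex 386/Em 447 nm.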
CXXC DNA block: qHTS Fluorescence Polarization Assay for Inhibitors of MLL CXXC domain - DNA interaction | Histone-lysine N-methyltransferase 2A (Homo sapiens), Q03164 | MLL-CXXC / FITC-HOXA9 DNA fluorescence polarization | Potency, µM (highest dose often 115 µM), inactives show at the top dose activity change, negative = inhibition, actives largely listed as inhibitors | 0.037% of 290,000 active | AID 2662, 2010; active means well fitted inhibition curve with a large enough effect in the polarisation, with a control signal flat, not every such curve was filed as active; inconclusive means small, poorly fitted or top-dose-only effect, or effect the other way, or a change in a side signal; inactive means no such curve, though single readings can be large or run the other way; the % refers to the polarisation; further: potency means the concentration at half of the fitted maximal effect
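Purified MLL-CXXC (added from a 7 uM solution) was preincubated 5 min at ambient with pinned compounds in 50 mM Tris-HCl pH 7.5, 50 mM NaCl, 1 mM DTT, 0.05% BSA. Fluorescein-labeled HOX-A9 DNA (50 nM solution) followed, 30 min, then polarization read.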
Mito fusion act: qHTS Assay for Small Molecule Inhibitors of Mitochondrial Division or Activators of Mitochondrial Fusion | S. cerevisiae fusion-defective mutant growth rescue, CellTiterGlo 48 h | AID 485298, 2010 | 0.23% of 320,000 active | Potency, µM (top dose mostly 46.1 µM), without a hit: top-dose growth rescue (activation), hits mostly activators;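 further: potency means the concentration at half of the fitted maximal effect; % of control where 0% means no effect; nearly all actives have a fitted effect of over 45% in size; temperature-sensitive fusion mutants such as fzo1-1 at 37 °C on non-fermentable ethanol glycerol medium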
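Temperature-sensitive fusion-defective S. cerevisiae (e.g. fzo1-1, mgm1-5) were grown with compound in YPEG medium (3% ethanol, 3% glycerol) for 48 hours at 37C. Growth rescue was measured as viability by CellTiterGlo luminescence after 10 minutes at ambient.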
TSHR antagonist: Antagonists of the Thyroid Stimulating Hormone Receptor: HTS campaign | 0.2% of 330,000 active | Thyrotropin receptor (Homo sapiens), P16473 | activity change, negative = inhibition, % at 11.5 µM | TSHR-expressing cells, TSH-stimulated cAMP HTRF, 2 h; stronger effect = lower value;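 active means activity change below a set negative limit, meaning inhibition stronger than a set level, cut at about -70% in these data; inconclusive means activity change between two set negative limits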; further: on the % scale 0 is the no-effect control and ±100 the full control effect
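Cell-based HTRF cAMP assay; TSHR cells + compound, TSH EC80 (4nM final), 2 h, 37 deg C. Lysis with anti-cAMP cryptate and cAMP-d2, 30 min RT, read 665/620 nm.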
MBNL1-CUG inh: qHTS Assay for Inhibitors of MBNL1-poly(CUG) RNA binding. TR-FRET MBNL1-His/biotin-(CUG)12 binding, 665/545 ratio. Potency, µM (titrated, usually from 57.5 µM), for inactives: top-dose activity change, negative = inhibition, usual class: inhibitors. 0.036% of 280,000 active. AID 2675, 2010; active means well fitted inhibition curve with a large enough effect in the signal ratio, with a control signal flat, not every such curve was filed as active; inconclusive means small, poorly fitted or top-dose-only effect, or effect the other way, or a change in a side signal; inactive means no such curve, though single readings can be large or run the other way; the % refers to the signal ratio; further: potency means the concentration at half of the fitted maximal effect; on the % scale 0 is the no-effect control and ±100 the full control effect
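His-tagged MBNL1 binding to biotinylated (CUG)12 RNA was measured by TR-FRET using terbium anti-His antibody (0.055 ng/ul final) and streptavidin-XL665 (5 nM final). Compounds were titrated 92 nM to 58 uM; 60 min at room temperature.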
The depositor's hits bear a star; ? = inconclusive; / = not tested or not shown; [ ] = another dose, or the depositor's remark. Unless noted, the call rests on the fitted dose curve; in most records, active means well fitted curve in the direction sought with a large enough effect; inconclusive means small, poorly fitted or top-dose-only effect, or another doubt; inactive means no such curve, though single readings can be large; an effect the other way counts as inactive or inconclusive. Not all compounds are listed (hit frequency here may not be typical).

SMILES	Menin-MLL TR inh	TSG101-PTAP inh	AT treatment	a7 integrin act	TCR activator	S-ASM inh	CXXC DNA block	Mito fusion act	TSHR antagonist	MBNL1-CUG inh
C=C(C)C(=O)Nc1cccnc1Oc1ccc(F)cc1F	/	-4%	-7%	0%	1%	0%	-3%	6%	-3	-5%
CCC(C)(C)C(=O)Nc1nnc(CCc2ccccc2)s1	-5%	-2%	/	22%	0%	2%	-2%	-11%	-22	2%
COc1ccc(NC(=O)CN(C)Cc2cccs2)cc1Cl	-18%	1%	10%	9%	0%	-3%	57%	-6%	4	-4%
Cc1ccc(-c2nc(CS(=O)CC(=O)NCCC(C)C)c(C)o2)cc1 (stereo not drawn)	7%	-4%	2%	0%	4%	-5%	-10%	-1%	5	3%
CC1CCCC(NC(=O)CSc2n[nH]c(=O)n2Cc2ccccc2)C1C (stereo not drawn)	/	-8%	2%	23%	3%[46.1 µM]	5%	/	/	14	/
c1cn(-c2ccc(-c3ccnc4ncnn34)cc2)cn1	-4%	-2%	1%	6%	/	2%	7%	-2%	-5	?
O=C(CN1CCN(Cc2ccccc2)CC1)Nc1nnc(C(F)(F)F)s1	-2%	1%	4%	27%	5%	0%	-3%	20%	16	-10%
CC(C)c1c(C(=O)N/N=C/c2ccccc2C(=O)O)nnn1-c1nonc1N	12%	-4%	-7%	20%	-1%	2%	20%	20%	-5	0%
Cc1ccc(SCCNC(=S)Nc2ccc(C)c(C)c2)cc1	38%[activator]	-4%	0%	?	5%	-2%	5%	-11%	-16	-2%
CCN(CC(=O)Nc1cc(Cl)ccc1C)C(=O)C1CC(=O)N(Cc2ccccc2)C1 (stereo not drawn)	/	-2%	-8%	7%	-1%	8%	/	-7%	23	/
Cc1cc(C)cc(OCCNC(=O)C(C)N2C(=O)c3ccccc3C2=O)c1 (stereo not drawn)	14%	1%	1%	18%	8%	2%	-4%	3%	-10	-9%
CCn1c(=O)c(C(=O)NCc2ccc(F)cc2)c(O)c2ccccc21	-1%	1%	11%	39%	6%	-8%	-1%	2%	-13	2%
CSCCC(=O)N1CCC(CCC(=O)NC2CC2)CC1	/	-4%	19%	-2%	-1%	2%	13%	0%	-2	-11%
COc1cc(C(=O)NC(C)CCn2cccn2)ccc1OC1CCN(C(C)=O)CC1 (stereo not drawn)	/	-4%	13%	-8%	0%	1%	27%	1%	-8	-1%
CC(C)c1ccc(NC2CCCN(C(=O)CSc3nncn3C)C2)cc1 (stereo not drawn)	-7%	-2%	-1%	17%	-2%	-3%	23%	1%	-6	-8%
Cc1ccc(S(=O)(=O)/N=C(\N)c2ccc(Cl)cc2)cc1	-13%	-6%	32%	17%	-10%	-1%	-2%	4%	1	-4%
O=C(CN1C(=O)NC2(CCCCC2)C1=O)NCCC1=CCCCC1	-10%	-3%	0%	0%	3%	0%	-1%	-3%	-16	7%
COc1ccc(-n2c(C)cc(C(=O)CN3C(=O)C(=O)N(Cc4ccccc4)C3=O)c2C)cc1	-17%	1%	-16%	-33%	9%	1%	?	18%	-9	-2%
COc1ccc(NC(=O)COc2ccccc2C#N)c(S(=O)(=O)N2CCCCC2)c1	0%	-3%	0%	17%	-62%	-2%	3%	4%	-7	-5%
Cc1ccc(C)c(S(=O)(=O)Nc2ccc3cn[nH]c3c2)c1	/	-3%	12%	?	-10%	3%	/	8%	-5	/
Cc1ccccc1C(=O)NC1CCN(CC(=O)Nc2ccccc2)CC1	4%	-2%	3%	-13%	-6%	0%	1%	4%	-4	0%
Cn1c(CCc2ccc(N)cc2)nc2ccccc21	-13%	0%	-4%	11%	-1%	5%	-6%	-4%	9	-4%
CCN1CCN(Cc2cccc(Oc3ccc(Cl)cc3)c2)CC1	/	-4%	-10%	-35%	0%	1%	-3%	-2%	-4	6%
O=C(C=C1CCN(c2ncc(C(F)(F)F)cc2Cl)CC1)NNC(=O)Nc1ccccc1	12%	-8%	-3%	-6%	-1%	-6%	-11%	2%	-8	-8%
Cc1cccc(Nc2nnc(SC3CCOC3=O)s2)c1C (stereo not drawn)	-22%	-2%	0%	-55%[inhibitor]	8%	4%	-7%	-8%	5	1%

Other entries.
SMILES	Menin-MLL TR inh	TSG101-PTAP inh	AT treatment	a7 integrin act	TCR activator	S-ASM inh	CXXC DNA block	Mito fusion act	TSHR antagonist	MBNL1-CUG inh
CN(C)C(=O)N1CCC(C(=O)NCc2ccc(F)cc2Cl)CC1	-16%	-6%	1%	-9%	4%	-2%	4%	-3%	/	9%
O=C(NCC1CCCO1)c1cccc(Oc2ccc([N+](=O)[O-])cc2Cl)c1 (stereo not drawn)	2%	-3%	11%	-14%	-3%	-3%	8%	0%	10	?
Cc1nn(-c2ccccc2)c2c1c(C)c(CCC(=O)NCC1CCCO1)c(=O)n2C (stereo not drawn)	/	-1%	4%	3%	2%	-1%	1%	-1%	-19	-1%
COc1ccc2[nH]c3c(=O)n(Cc4ccc(C(=O)N5CCC(C(N)=O)CC5)cc4)c(=S)[nH]c3c2c1	31%[activator]	0%	1%	?	-6%	6%	5%	-6%	2	?
CCN(CC)S(=O)(=O)c1ccc(NC(=O)CN(c2cccc(C)c2)S(C)(=O)=O)cc1	6%	-5%	0%	-6%	-5%[46.1 µM]	-1%	7%	-1%	1	?
CCS(=O)(=O)c1ccc(-c2csc(-c3ccc(Cl)cc3)n2)c(Cl)c1Cl	-9%	-2%	-2%	-2%	-9%	-12%	16%	0%	2	10%
COC(=O)c1c(NC(=O)c2ccccc2OC)sc(C(=O)N2CCOCC2)c1C	-7%	8%	3%	0%	2%	75%	22%	10%	-10	2%
Cc1ccc(S(=O)(=O)Nc2cc(C(=O)NCCN(C)C)ccc2N2CCCCC2)cc1	?	-2%	-1%	-56%[inhibitor]	-2%	-3%	?	0%	3	-3%
O=C(Cn1cc(C(=O)C2CC2)c2ccccc21)Nc1ccc(F)cc1	?	0%	1%	20%	-7%	-3%	15%	-2%	-6	4%
O=C(Cc1ccccc1)NCCc1cccc(Cl)c1	?	-3%	26%	19%	-2%	4%	0%	2%	40	-16%
CCOc1ccc(C(CCc2ccccc2)NC(=O)c2ccc(OC)c(OC)c2)cc1OCC (stereo not drawn)	3%	-5%	0%	13%[7.66 µM]	/	-11%	-4%	-4%	5	0%
COc1ccc(OC)c(NC(=O)c2cccc(N3C(=O)C4C5CCC(C5)C4C3=O)c2)c1 (stereo not drawn)	11%	/	1%	-20%	-4%	0%	24%	-2%	-27	-5%
Nc1cc(=O)[nH]c(SCC(=O)Nc2ccccc2Sc2ccccc2)n1	8%	2%	1%	-22%	-5%	2%	0%	-5%	-1	-5%
CC(C)c1nc(SCC(=O)Nc2ccc3c(c2)OCO3)n[nH]1	0%	-4%	-1%	1%	5%	1%	13%	-2%	15	-4%
CCc1ccc2c(COC(=O)CNS(=O)(=O)c3ccc(NC(C)=O)cc3)cc(=O)oc2c1	-2%	-1%	-8%	1%	-2%[46.1 µM]	-2%	2%	-1%	-4	3%
COCCN(C(=O)COC(=O)c1ccc2c(c1)OCCO2)c1c(N)n(Cc2ccccc2)c(=O)[nH]c1=O	/	-8%	-2%	-2%	15%	4%	/	-6%	-7	/
CC(C)(C)Nc1nc(Cl)nc(N(C#N)CN2C(=O)c3ccccc3S2(=O)=O)n1	12%	-2%	-1%	-4%	-19%	-1%	-5%	0%	-19	2%
Cc1ccccc1C(=O)NC1CC(C)(C)NC(C)(C)C1	-8%	6%	-2%	39%	-5%	5%	-6%	-1%	-5	-5%
O=C1OCCC1Sc1nnc(-c2ccccc2Br)n1Cc1ccccc1 (stereo not drawn)	1%	0%	2%	16%	1%[46.1 µM]	-1%	1%	-2%	-20	5%
